Screening results as filed in PubChem.
POLI inh: inhibitors of human DNA polymerase iota; Pol iota fluorescent replication assay, 10 min; Potency, µM (highest dose often 115 µM), without a hit: at the top dose activity, negative = inhibition, actives largely listed as inhibitors; hit rate 1% among 390,000
Target sequence (Q9UNA4 whole entry, looked up): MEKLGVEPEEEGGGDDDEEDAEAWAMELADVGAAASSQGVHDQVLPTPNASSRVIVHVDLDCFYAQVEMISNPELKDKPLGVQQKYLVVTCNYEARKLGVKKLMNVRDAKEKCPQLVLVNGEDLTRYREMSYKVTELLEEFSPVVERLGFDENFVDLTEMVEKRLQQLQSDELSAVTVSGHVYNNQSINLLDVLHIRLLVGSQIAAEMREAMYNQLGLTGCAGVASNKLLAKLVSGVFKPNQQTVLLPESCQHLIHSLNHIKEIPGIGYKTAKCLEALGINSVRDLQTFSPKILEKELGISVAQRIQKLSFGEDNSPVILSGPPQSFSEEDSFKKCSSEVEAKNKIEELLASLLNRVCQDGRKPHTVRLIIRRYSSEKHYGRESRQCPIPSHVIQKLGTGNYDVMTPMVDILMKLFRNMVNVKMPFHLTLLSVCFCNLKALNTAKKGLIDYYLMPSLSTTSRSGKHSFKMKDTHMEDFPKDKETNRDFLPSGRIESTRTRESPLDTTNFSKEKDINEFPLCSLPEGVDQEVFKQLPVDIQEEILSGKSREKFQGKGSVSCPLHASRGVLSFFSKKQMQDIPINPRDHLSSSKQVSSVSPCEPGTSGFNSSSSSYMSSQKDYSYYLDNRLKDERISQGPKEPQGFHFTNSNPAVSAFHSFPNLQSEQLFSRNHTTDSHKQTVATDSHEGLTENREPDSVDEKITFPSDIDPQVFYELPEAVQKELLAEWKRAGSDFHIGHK
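Pol iota at 10 nM preincubated 15 min with compounds at room temperature; reaction started with fluorescent substrate, 50 nM final. Fluorescence read kinetically at 0 and 10 min; buffer-only wells as negative control.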
Pin1 inhibitor: blocks the human prolyl isomerase Pin1 | Q13526 | Pin1 FP peptide displacement, HiFluor488, 10 min | Potency, µM (doses to about 115 µM), without a hit: at the top dose activity, negative = inhibition, actives largely listed as inhibitors | hit rate 0.009% among 390,000; active = well fitted inhibition curve with a large enough effect in the polarisation, with a control signal flat, not every such curve was filed as active; inconclusive = small, poorly fitted or top-dose-only effect, or effect the other way, or a change in a side signal; inactive = no such curve, though single readings can be large or run the other way; the % refers to the polarisation; note: % is set by controls: 0 for no effect and ±100 for the full control effect
Target sequence (Q13526 whole entry, looked up): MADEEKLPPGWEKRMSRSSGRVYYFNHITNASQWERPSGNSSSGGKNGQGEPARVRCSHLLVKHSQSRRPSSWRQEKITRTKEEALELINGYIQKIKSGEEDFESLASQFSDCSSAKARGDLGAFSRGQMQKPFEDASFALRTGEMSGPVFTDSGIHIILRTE
G9a inh: G9a (human) methyltransferase inhibition; hit rate 8.8% among 350,000; Q96KQ7; G9a H3K9 monomethylation, AlphaScreen, 2 h; Potency, µM (doses to about 102 µM), without a hit: top-dose activity, negative = inhibition, usual class: inhibitors; note: % is set by controls: 0 for no effect and ±100 for the full control effect; nearly all actives have a fitted effect of over 75% in size
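Step 1: enzyme (final 20 nM) with compound, 15 min RT. Step 2: substrate peptide 500 nM and SAM 20 uM, 2 h RT. Step 3: anti-H3K9me1 antibody and AlphaScreen beads, 10 min, then plate read.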
BLM helicase inh: Bloom syndrome helicase (human) inhibition | recombinant BLM DNA unwinding, fluorescence dequenching | Potency, µM (titrated, usually from 56.1 µM), for the others: top-dose activity change, negative = inhibition, hits mostly inhibitors | hit rate 0.2% among 350,000 | AID 2528;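 note: plate controls were vehicle for no effect and no enzyme for full effect; nearly all actives have a fitted effect of over 35% in size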
JMJD2A Tudor: blocks the human JMJD2A Tudor domain; hit rate 4.4% among 390,000; AlphaScreen JMJD2A-Tudor / H3K4me3 peptide binding; AID 504339; O75164; Potency, µM (highest dose often 114 µM), for the others: top-dose activity change, negative = inhibition, hits mostly inhibitors; note: % is set by controls: 0 for no effect and ±100 for the full control effect; nearly all actives have a fitted effect of over 50% in size
HP1b binding inh: blocks HP1-beta chromodomain binding to methylated histone tails; AlphaScreen HP1-beta / biotin-H3K9me3 peptide binding; Potency, µM (top dose mostly 114 µM), inactives show top-dose activity change, negative = inhibition, actives largely listed as inhibitors; hit rate 0.56% among 390,000; note: nearly all actives have a fitted effect of over 70% in size; inactives centre near 23
Target sequence (P83916 whole entry, looked up): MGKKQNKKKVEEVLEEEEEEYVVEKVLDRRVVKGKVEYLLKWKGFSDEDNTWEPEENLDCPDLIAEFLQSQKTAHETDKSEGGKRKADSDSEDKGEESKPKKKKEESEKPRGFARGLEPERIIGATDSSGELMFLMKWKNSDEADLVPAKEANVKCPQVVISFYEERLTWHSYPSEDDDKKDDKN
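AlphaScreen: HP1-beta (50 nM) preformed 30 min with biotin-H3(1-18)K9me3 peptide (50 nM) in PBS pH 7.4, 0.01% Tween-20. Compound added for 30 min at RT, then streptavidin donor/nickel chelate acceptor beads (10 ug/mL) for 30 min.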
GLS inhibitor: blocks human kidney-isoform glutaminase activity; O94925; GLS enzymatic activity, qHTS titration; Potency, µM (top dose mostly 45.5 µM), inactives show at the highest dose activity change, negative = inhibition, most hits filed as inhibitors; hit rate 0.21% among 410,000; AID 624170; note: % is set by controls: 0 for no effect and ±100 for the full control effect
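hKGA in 45 mM KH2PO4 pH 8.2, 0.02% Tween-20 with pin-transferred compounds; 1 mM L-glutamine (stock) plus glutamate oxidase/HRP/Amplex Red coupling added. Fluorescence read initially and after 30 min at RT.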
BAZ2B block: inhibitors of human BAZ2B bromodomain; AID 504333; Q9UIF8; AlphaScreen BAZ2B-H3K14Ac peptide displacement; Potency, µM (series often up to 114 µM), inactives show at the top dose activity change, negative = inhibition, most hits filed as inhibitors; hit rate 4.4% among 360,000; note: % is set by controls: 0 for no effect and ±100 for the full control effect; nearly all actives have a fitted effect of over 60% in size
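BAZ2B (50 nM) with biotin-H3(5-23)K14Ac peptide (50 nM) in PBS pH 7.4, 0.01% Tween-20, preformed 30 min, then compound 30 min at room temperature; top concentration 110uM. AlphaScreen streptavidin donor/nickel chelate acceptor beads (10 ug/mL final), 20 min dark, signal read.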
Tb PGK inh: inhibitors of T. brucei phosphoglycerate kinase. hit rate 0.043% among 380,000. PGK/GAPDH coupled, Kinase-Glo luminescence, 60 min. P07378. Potency, µM (highest dose often 57.5 µM), without a hit: at the highest dose activity change, negative = inhibition, hits mostly inhibitors. AID 602233; note: % is set by controls: 0 for no effect and ±100 for the full control effect; nearly all actives have a fitted effect of over 60% in size
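Luminescent ATP detection (Kinase-Glo Plus) follows a 60-minute room-temperature incubation, with wells lacking PGK as controls. Buffer: 100 mM TEA (pH 7.6), 5 mM MgCl2, 0.01% Tween-20. Coupling enzyme GAPDH (100 nM final) supplies unstable 1,3-BPG in-well.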
Numbers without * were called inactive; & = joins results of further samples; [ ] = dose if it differs, or a comment. Unless noted, calls come from the whole dose curve; as a rule, active = well fitted curve in the direction sought with a large enough effect; inconclusive = small, poorly fitted or top-dose-only effect, or another doubt; inactive = no such curve, though single readings can be large; an effect the other way counts as inactive or inconclusive. Potency is the fitted concentration of half-maximal effect. This is a subset, so the mix of outcomes need not match the whole.

A first look:
CCn1cc(C(=O)N[C@@H](CCSC)C(=O)NCCCO)c(=O)c2cc3c(cc21)OCO3 was read as POLI inh 3%, Pin1 inhibitor 2%, G9a inh -7%[0.501 µM], BLM helicase inh -1%, JMJD2A Tudor -10%, HP1b binding inh 31%, GLS inhibitor -5%, BAZ2B block -13% and Tb PGK inh 3%.
Screening O=C(NC1CCCCC1)C(c1cccs1)N(C(=O)c1ccccn1)c1ccccc1 (stereo unspecified) returned POLI inh 3%, Pin1 inhibitor 1%, G9a inh 20%[59 µM], BLM helicase inh 0%, JMJD2A Tudor -7%, HP1b binding inh -9%, GLS inhibitor -3% and BAZ2B block 9%.

Main list, previewed entries included:
CCn1cc(C(=O)N[C@@H](CCSC)C(=O)NCCCO)c(=O)c2cc3c(cc21)OCO3 was read as POLI inh 3%, Pin1 inhibitor 2%, G9a inh -7%[0.501 µM], BLM helicase inh -1%, JMJD2A Tudor -10%, HP1b binding inh 31%, GLS inhibitor -5%, BAZ2B block -13% and Tb PGK inh 3%.
Screening O=C(NC1CCCCC1)C(c1cccs1)N(C(=O)c1ccccn1)c1ccccc1 (stereo unspecified) returned POLI inh 3%, Pin1 inhibitor 1%, G9a inh 20%[59 µM], BLM helicase inh 0%, JMJD2A Tudor -7%, HP1b binding inh -9%, GLS inhibitor -3% and BAZ2B block 9%.
Screening COc1cccc(N2CCN(S(=O)(=O)c3c(C)[nH]c(C)c3C(=O)N3CCCCC3)CC2)c1 returned POLI inh -12%, Pin1 inhibitor -4%, G9a inh 6%, BLM helicase inh -1%, JMJD2A Tudor -14%, HP1b binding inh 5%, GLS inhibitor 5%, BAZ2B block inconclusive and Tb PGK inh -6%.
COc1cc(C2Nc3c(F)cccc3C3C=CCC32)cc(Br)c1OC (stereo unspecified) was read as POLI inh 21%, Pin1 inhibitor 2%, BLM helicase inh -8%, JMJD2A Tudor -10%, HP1b binding inh 20%, GLS inhibitor 6%, BAZ2B block inconclusive and Tb PGK inh inactive.
Screening CN(Cc1cccc(Cl)c1Cl)C(=O)c1cccc(S(=O)(=O)N2CCN(Cc3ccccc3)CC2)c1 returned POLI inh 15%, Pin1 inhibitor 12%, G9a inh inconclusive, BLM helicase inh -7%, JMJD2A Tudor -19%, HP1b binding inh 26%, GLS inhibitor -1%, BAZ2B block -26% and Tb PGK inh -3%.
Screening O=C(Nc1ccccc1)OCc1ccccn1 returned POLI inh 2%, Pin1 inhibitor -11%, G9a inh 9%, BLM helicase inh -2%, JMJD2A Tudor -18%, HP1b binding inh 9%, GLS inhibitor 8%, BAZ2B block 7% and Tb PGK inh -6%.
For Oc1ccc(CN2CCc3ccccc3C2)c2cccnc12 the results were POLI inh 33%[activator], Pin1 inhibitor 0%, G9a inh inconclusive, BLM helicase inh 0%, JMJD2A Tudor 10µM*, HP1b binding inh -18%, GLS inhibitor 23%, BAZ2B block 5.6µM* and Tb PGK inh -5%.
`Cc1csc(SCc2nnc(-c3ccccc3Br)o2)n1` gave POLI inh -41%, Pin1 inhibitor 13%, G9a inh -37%, BLM helicase inh -3%, JMJD2A Tudor -8%, HP1b binding inh 36%, GLS inhibitor 3% and BAZ2B block 5%.
Screening COC(=O)c1ccc(N2CCN(C)CC2)c(NC(=O)COc2ccccc2)c1 returned POLI inh 33%[activator], Pin1 inhibitor -7%, G9a inh 9%, BLM helicase inh 0%, JMJD2A Tudor -15%, HP1b binding inh 4%, GLS inhibitor -1%, BAZ2B block -1% and Tb PGK inh 2%.
COC(=O)c1ccc(NC(=O)CC2C(=O)N(c3ccc(C)cc3)C(=O)N2Cc2ccc(OC)cc2)cc1 (stereo unspecified) was read as POLI inh 10%, Pin1 inhibitor 4%, G9a inh -6%[59 µM], BLM helicase inh -4%, JMJD2A Tudor -19%, HP1b binding inh -7%, GLS inhibitor -5%, BAZ2B block -10% and Tb PGK inh 4%.
COc1ccc(-c2nn3c(=O)cc(CN4CCN(C(=O)c5ccc(OC)c(OC)c5)CC4)nc3s2)cc1 was read as POLI inh 56%[activator], Pin1 inhibitor -6%, G9a inh 13%[59 µM], BLM helicase inh -2%, JMJD2A Tudor -12%, HP1b binding inh 20%[57 µM], GLS inhibitor 1%, BAZ2B block 1% and Tb PGK inh -1%.
Screening Cc1ccccc1C(=O)Nc1cccc(NC(=O)Cn2cnc3c(=O)n(C)c(=O)n(C)c32)c1 returned POLI inh -14%, Pin1 inhibitor -4%, G9a inh 1%[12.7 µM], BLM helicase inh -7%, JMJD2A Tudor -22%, HP1b binding inh 21%, GLS inhibitor 1%, BAZ2B block 8% and Tb PGK inh -5%.
`COc1ccc(OCC(=O)N/N=C2/C=C(C)CC2)cc1` gave POLI inh 58%[activator], Pin1 inhibitor 9%, G9a inh -4%, BLM helicase inh -4%, JMJD2A Tudor -14%, HP1b binding inh 4%, GLS inhibitor -4%, BAZ2B block -29% and Tb PGK inh inactive.
`Cc1ccsc1C(=O)NCCc1c[nH]c2ccccc12` gave POLI inh 22%, Pin1 inhibitor -3%, G9a inh 10%, BLM helicase inh -1%, JMJD2A Tudor -32%, HP1b binding inh 10%, GLS inhibitor 19%, BAZ2B block -30% and Tb PGK inh inactive.
For COc1ccc(-c2cc3ccccc3n2CC(O)CNC(CO)(CO)CO)cc1 (stereo unspecified) the results were POLI inh -1%, Pin1 inhibitor 0%, G9a inh -7%[59 µM], BLM helicase inh -1%, JMJD2A Tudor -34%, HP1b binding inh 14%, GLS inhibitor -4%, BAZ2B block -26% and Tb PGK inh -10%.
Screening O=C(CCCCCn1nnc2ccccc2c1=O)Nc1ccccc1Cl returned POLI inh 89%[activator], Pin1 inhibitor 10%, G9a inh 23%[2.33 µM], BLM helicase inh -2%, JMJD2A Tudor 5%, HP1b binding inh 12%, GLS inhibitor -2%, BAZ2B block 11% and Tb PGK inh -6%.
CCCCCC(=O)NNC1=NCC(Cc2cccc(Cl)c2)S1 (stereo unspecified) was read as POLI inh 173%[activator], Pin1 inhibitor 1%, G9a inh 6%, BLM helicase inh -5%, JMJD2A Tudor inconclusive, HP1b binding inh 22%, GLS inhibitor -6%, BAZ2B block -33% and Tb PGK inh 0%.
CCCC1(C(=O)OCC)NC(c2ccc(O)cc2)C2C(=O)N(c3cccc(C(C)=O)c3)C(=O)C21 (stereo unspecified) was read as POLI inh 15%, Pin1 inhibitor 0%, G9a inh 4%, BLM helicase inh -10%, JMJD2A Tudor -8%, HP1b binding inh 27%, GLS inhibitor -5%, BAZ2B block -4% and Tb PGK inh inactive.
For CC1(C)Cc2cccc(OCC(=O)N3CCN(c4cccc(C(F)(F)F)c4)CC3)c2O1 the results were POLI inh 25%, Pin1 inhibitor -1%, G9a inh 13%[2.33 µM], JMJD2A Tudor -24%, HP1b binding inh 19%, GLS inhibitor 3%, BAZ2B block -1% and Tb PGK inh inactive.
CCC(=O)NC(=S)Nc1cccc(C(C)=O)c1 was read as POLI inh 6%, Pin1 inhibitor -9%, G9a inh -44%, BLM helicase inh -1%, JMJD2A Tudor 0%, HP1b binding inh 3%, GLS inhibitor 13%, BAZ2B block -4% and Tb PGK inh -3%.
For CC(C)(C)c1ccc(Cc2n[nH]c(=S)[nH]c2=O)cc1 the results were POLI inh -14%, Pin1 inhibitor 4%, G9a inh 23%[2.33 µM], BLM helicase inh 1%, JMJD2A Tudor -8%, HP1b binding inh 36%, GLS inhibitor 3%, BAZ2B block 2% and Tb PGK inh 8%.
Screening O=C1C=C(c2ccc3c(c2)OCO3)C[C@@H](c2ccc3c(c2)OCO3)C1 returned POLI inh -3%, Pin1 inhibitor -6%, G9a inh 6%[0.501 µM], JMJD2A Tudor -20%, HP1b binding inh 22%, GLS inhibitor 7%, BAZ2B block -11% and Tb PGK inh -8%.
Cc1cc(C)n2cc(CSc3nnc(N)s3)nc2n1 was read as POLI inh -1%, Pin1 inhibitor 6%, G9a inh 7%[59 µM], BLM helicase inh -6%, JMJD2A Tudor -22%, HP1b binding inh 25%, GLS inhibitor 7%, BAZ2B block 3% and Tb PGK inh inactive.
For O=C(CN(c1ccccc1)S(=O)(=O)c1ccc(F)cc1)NCc1cccs1 the results were POLI inh -13%, Pin1 inhibitor -4%, G9a inh 13%[59 µM], JMJD2A Tudor 6%, HP1b binding inh 51%[activator], GLS inhibitor 2%, BAZ2B block -6% and Tb PGK inh -5%.
COc1cc(/C=C2\S/C(=N/S(=O)(=O)Cc3ccccc3)NC2=O)c([N+](=O)[O-])cc1OC was read as POLI inh 6%, Pin1 inhibitor inconclusive, BLM helicase inh -7%, JMJD2A Tudor -32%, HP1b binding inh 14%, GLS inhibitor 15%, BAZ2B block inconclusive and Tb PGK inh -3%.
Screening O=C(O)CNC(=O)c1ccc(NC(=O)/C(=C/c2ccccc2)NC(=O)c2ccccc2)cc1 returned POLI inh -30%, Pin1 inhibitor 5%, G9a inh inconclusive, BLM helicase inh -2%, JMJD2A Tudor -1%, HP1b binding inh 20%, GLS inhibitor -10%, BAZ2B block -10% and Tb PGK inh 0%.
O=C(O)CCc1ccc(-c2cccs2)n1CC(=O)Nc1ccccc1C(F)(F)F was read as POLI inh 21%&0%, Pin1 inhibitor 4%&6%, G9a inh 6%&7%[59 µM], BLM helicase inh -3%&1%, JMJD2A Tudor -12%&-14%, HP1b binding inh 34%&50%, GLS inhibitor -9%&31%, BAZ2B block -28%&2% and Tb PGK inh -5%.
Screening COc1ccc(-c2ccc(NCCN3CCOCC3)nn2)cc1OC returned POLI inh 35%[activator], Pin1 inhibitor 0%, BLM helicase inh 1%, JMJD2A Tudor -9%, HP1b binding inh 30%, GLS inhibitor 1%, BAZ2B block 7% and Tb PGK inh -4%.
For Cc1ccc(-n2c(SCC(=O)N/N=C/c3ccccc3C(=O)O)nnc2-c2ccc(Cl)cc2)cc1 the results were POLI inh inconclusive, Pin1 inhibitor -6%, G9a inh 1%[12.7 µM], BLM helicase inh -1%, JMJD2A Tudor 0%, HP1b binding inh 27%, GLS inhibitor 0%, BAZ2B block -13% and Tb PGK inh 0%.
